DNA FID counter: compounds displacing fluorescent DNA intercalator, primary screen, artefact control for HCV NS3 helicase inhibitor project, biochemical, FID fluorescence; DNA fluorescent intercalator displacement; inhibition, % at 7.9 µM; hit rate 0.17% among 290,000; AID 1845, 2009; in the data active = inhibition above about 37%;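 also: 0% = vehicle and 100% = reference compound; higher means more ethidium bromide displaced from hairpin DNA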
M18AAP inhibitor: PfM18AAP inhibitors, malaria aminopeptidase, primary screen, biochemical, QFRET, recombinant enzyme. M18 aspartyl aminopeptidase (Plasmodium falciparum 3D7). H-Glu-NHMec fluorogenic cleavage. hit rate 1.2% among 290,000. inhibition, % at 7.35 µM;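 active = inhibition above the campaign mean inhibition over all tested compounds plus 3 SD, cut at about 28% in these data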;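 also: 0% = plate median of test compound wells and 100% = 2 mM ZnCl2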
IMP-1 inhibitor: IMP-1 metallo-beta-lactamase inhibitors, primary screen, biochemical, epi-absorbance readout, Pseudomonas aeruginosa enzyme | hit rate 0.45% among 290,000 | inhibition, % at 5.6 µM | metallo-beta-lactamase IMP-1 (Pseudomonas aeruginosa) | purified IMP-1, nitrocefin hydrolysis, epi-absorbance fluorescence;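 active = inhibition above the mean plus 3 SD of all compounds in the same screening run, cut at about 4.5% in these data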;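 also: 0% = IMP-1 with DMSO and 100% = DMSO wells lacking enzyme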
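system = purified recombinant IMP-1 beta-lactamase | amount = 0.2 nM IMP-1, as dispensed | medium = HEPES buffer pH 7.1 with ZnSO4 and Brij 35 | times = 25 °C, 15 min preincubation, 25 min reaction | detection = plate fluorescence quenching by hydrolysis product, ex 480/em 530 nm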
p-CIP stab down: p/CIP-EGFP fusion destabilizers, primary screen, fluorescence, F442A cells; AID 1984, 2009; 16 h; hit rate 0.01% among 290,000; decrease of EGFP signal, % at 10 µM;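 active = EGFP signal decrease of at least 30% at 10 µM or well 3 SD below plate mean, unless failing retest; inactive = the rest, including hits failing retest or dose response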; also: some compounds called inactive have numbers as strong as hits; many of its hits are not listed in these tables
Target sequence (Q05BA5 1-1403): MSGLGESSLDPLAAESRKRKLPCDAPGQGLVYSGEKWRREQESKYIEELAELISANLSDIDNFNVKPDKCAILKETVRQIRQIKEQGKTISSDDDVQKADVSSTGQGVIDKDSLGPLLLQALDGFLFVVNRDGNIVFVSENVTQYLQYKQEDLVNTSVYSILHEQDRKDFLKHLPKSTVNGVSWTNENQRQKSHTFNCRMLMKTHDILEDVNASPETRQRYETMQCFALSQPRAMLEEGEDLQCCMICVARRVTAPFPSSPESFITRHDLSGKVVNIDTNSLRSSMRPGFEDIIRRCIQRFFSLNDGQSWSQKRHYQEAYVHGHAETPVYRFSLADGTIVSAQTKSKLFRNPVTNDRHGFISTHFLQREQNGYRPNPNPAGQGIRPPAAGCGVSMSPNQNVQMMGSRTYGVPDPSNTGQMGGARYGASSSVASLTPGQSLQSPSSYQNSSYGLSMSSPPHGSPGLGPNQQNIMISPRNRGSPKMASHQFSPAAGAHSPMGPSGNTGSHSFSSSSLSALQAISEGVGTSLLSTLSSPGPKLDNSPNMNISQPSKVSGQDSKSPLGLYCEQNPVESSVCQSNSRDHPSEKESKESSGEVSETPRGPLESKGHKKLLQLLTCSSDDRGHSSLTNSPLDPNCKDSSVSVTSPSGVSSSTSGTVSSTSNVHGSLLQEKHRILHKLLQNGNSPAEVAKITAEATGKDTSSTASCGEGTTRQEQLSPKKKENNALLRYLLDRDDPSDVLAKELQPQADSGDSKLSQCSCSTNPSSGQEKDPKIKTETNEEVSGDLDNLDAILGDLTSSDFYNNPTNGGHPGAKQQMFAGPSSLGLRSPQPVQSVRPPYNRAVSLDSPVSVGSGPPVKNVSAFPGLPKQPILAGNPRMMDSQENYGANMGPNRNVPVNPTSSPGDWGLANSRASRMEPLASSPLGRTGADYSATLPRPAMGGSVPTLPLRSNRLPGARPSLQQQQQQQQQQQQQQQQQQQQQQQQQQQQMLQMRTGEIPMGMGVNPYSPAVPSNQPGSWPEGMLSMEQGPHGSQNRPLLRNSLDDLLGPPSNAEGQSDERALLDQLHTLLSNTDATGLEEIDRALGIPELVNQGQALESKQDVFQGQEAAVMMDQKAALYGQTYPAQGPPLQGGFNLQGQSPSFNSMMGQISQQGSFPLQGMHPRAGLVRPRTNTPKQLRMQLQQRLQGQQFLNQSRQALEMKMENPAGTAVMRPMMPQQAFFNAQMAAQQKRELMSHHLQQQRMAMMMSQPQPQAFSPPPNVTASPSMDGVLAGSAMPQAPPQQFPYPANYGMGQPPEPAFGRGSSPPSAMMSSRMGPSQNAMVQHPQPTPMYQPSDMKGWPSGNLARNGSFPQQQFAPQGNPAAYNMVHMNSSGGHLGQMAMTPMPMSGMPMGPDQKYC
IDE inh: human IDE inhibitors in live cells, primary screen, fluorescence polarization, HEK cells, FAbetaB substrate | FAbetaB cleavage | inhibition, % at 5.59 µM | hit rate 0.41% among 320,000;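 active = percent inhibition above the average of all tested compounds plus 3 SD, set per screening campaign, cut at about 16% in these data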;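 also: IDE supplied by intact live HEK cells; FP after avidin binding of uncleaved biotin substrate so inhibition keeps polarization high; 0% = DMSO wells and 100% = 60 µM reference IDE inhibitor Ii1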
IDE cell activ: human IDE activators in live cells, primary screen, fluorescence polarization, HEK cells, FAbeta-B substrate. Insulin-degrading enzyme (Homo sapiens), P14735. hit rate 0.073% among 340,000. activation, % at 5.96 µM. AID 493087, 2011. FAbeta-B cleavage; 0% vehicle, 100% cell-free pure enzyme wells;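 active = activation above the mean of all tested compounds plus 3 SD, set per screening campaign, cut at about 17% in these data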
VIM-2 inhibitor: VIM-2 metallo-beta-lactamase inhibitors, primary screen, biochemical, epi-absorbance readout, Pseudomonas aeruginosa enzyme | purified VIM-2, nitrocefin hydrolysis, epi-absorbance fluorescence | AID 1527, 2009 | hit rate 0.89% among 290,000 | inhibition, % at 5.6 µM;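 active = inhibition above the mean of all tested compounds plus 3 SD, cutoff set per screening run, cut at about 7.5% in these data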;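 also: red hydrolysis product quenches plate fluorescence so inhibitors raise well fluorescence; 0% = enzyme with DMSO and 100% = DMSO without enzyme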
NS3 helicase inh: inhibitors of HCV NS3 helicase, primary screen, biochemical, Cy5 molecular beacon fluorescence | Hepatitis C virus NS3 helicase | hit rate 0.56% among 290,000 | NS3 helicase DNA unwinding | inhibition, % at 10.9 µM | AID 1800, 2009;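 active = inhibition above the mean of all tested compounds plus 3 SD, set per campaign, cut at about 35% in these data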;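 also: 0% = DMSO wells and 100% = thioflavine S control wells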
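System: Hepatitis C virus NS3 helicase domain fragment enzyme | Reagent: Annealed dual-labelled DNA beacon duplex, ATP-started | Compound dosing: 10.9 µM single point, 0.8% DMSO | Incubation: 1 h reaction at 25 °C, ATP-initiated | Technique: Cy5 fluorescence | Evaluation: Percent inhibition from t60/t0 fluorescence ratio | Benchmarks: Low DMSO, high thioflavine S at 110 µM | Replication: Singlicate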
UBC9 SUMO inh: inhibitors of in vitro SUMOylation cascade, primary screen, biochemical, HTRF, uHTS; hit rate 0.36% among 290,000; SUMO-conjugating enzyme UBC9 (Homo sapiens), P63279; inhibition, % at 35 µM; HTRF SUMOylation assay, SAE1/SAE2 + UBC9; in the data active = inhibition above about 50%, passing the limit was not always enough; also: strong numbers were not always called active
The depositor's hits bear a star; · = no result given.

SMILES	DNA FID counter	M18AAP inhibitor	IMP-1 inhibitor	p-CIP stab down	IDE inh	IDE cell activ	VIM-2 inhibitor	NS3 helicase inh	UBC9 SUMO inh
O=C(C1=NNC2C(=O)N(c3ccccc3)C(=O)C12)c1nc(Cl)ccc1Cl (stereo not given)	1	20	-3.4	2	5	5	-2.6	6	-2
CCn1c(=O)c(C(=O)NCc2ccccc2Cl)c(O)c2ccccc21	-10	5	-4.2	-12	·	1	-3.3	-2	-16
Cc1cccn2c(=O)c3cc(C(=O)N4CCCCC4)sc3nc12	-26	4	-2.2	7	2	-7	12*	-4	24
O=C(c1ccc([N+](=O)[O-])cc1)N(C1=NCCCCS1)c1ccccc1	0	-3	-1.7	0	-1	3	-1.5	-3	5
COc1ccc(NC(=S)N2CCc3ccccc3C2)cc1	-3	-13	-3.0	-13	-4	-5	-0.8	6	-8
O=C(NCc1cccnc1)C(=O)N/N=C/c1ccc([N+](=O)[O-])cc1	1	-8	-1.6	-2	8	4	-1.2	4	1
O=C(CCc1nc(-c2ccc(Cl)cc2)no1)NC1CCCC1	-32	-2	-3.0	1	5	-3	-2.2	-1	0
Cc1cc(/C=C2/C(=N)N3C(=NC2=O)SN=C3S(C)(=O)=O)c(C)n1-c1ccc(F)cc1	-24	7	-4.3	-13	6	2	-6.2	29	19
CCN(CC)S(=O)(=O)c1ccc(N2CCOCC2)c(NC(=O)COc2ccc(Cl)cc2)c1	-3	-8	-1.4	-9	5	0	-0.5	12	2
O=C(Nc1cccc(Cl)c1)N1CCc2ccccc2C1	-5	5	-3.0	-10	-1	3	-2.8	-2	5
CC(C)c1cc(C(N)=O)c(NC(=O)c2cccc(COc3ccc(Cl)cc3)c2)s1	7	4	-3.1	-17	7	5	-4.6	7	23
CC(CCc1ccccc1)NC(=O)CC(C)c1ccccc1 (stereo not given)	-21	-13	-0.8	-3	-4	2	0.7	0	7
COc1ccccc1/C=N/n1nnnc1N	-5	-4	-2.2	-3	·	0	0.7	5	-4
C=CCn1c(SCC(=O)NC2CCCC2)nc2c([nH]c3ccccc32)c1=O	-6	9	-2.4	0	4	1	-3.2	5	11
CCc1nnc(NC(=O)CSc2nnnn2-c2cccc(C(=O)OC)c2)s1	-17	2	-4.1	-6	3	-2	-0.9	8	2
COc1ccc(S(=O)(=O)N2CCOCC2)cc1NC(=O)CSc1ncnc2ccccc12	-14	-3	-0.8	11	4	5	0.8	-16	5
COc1ccc(CNC(=O)COC(=O)C2CCN(S(=O)(=O)c3ccccc3C(F)(F)F)CC2)cc1	-24	-9	-2.5	0	1	-3	-1.0	-19	-12
CCN(Cc1ccccc1)C(=O)COC(=O)CNC(=O)c1ccc(C)s1	-23	-4	0.0	-1	0	-1	0.6	-3	-12
Cc1cc(=O)[nH]c(Sc2c(-c3ccccc3)c3ccccc3[nH]c2=O)n1	-26	21	-4.6	-1	-6	8	-3.8	0	17
COCCc1nc2ccc(C(=O)NCc3cccc(-n4cccn4)c3)cc2o1	-29	5	-3.6	0	7	-4	-1.7	20	-4
COc1ccc(Oc2nc3ccccc3n3cccc23)cc1	-1	-6	-1.4	-2	1	-2	-0.9	3	-3
CCOc1ccc(NC(=O)CN(C)c2nnnn2-c2ccccc2)cc1OCC	-16	-6	-4.0	8	4	-2	-4.0	0	6
Cc1cc(C)cc(NC(=S)NC2CC3CCCC(C2)N3C2CC2)c1 (stereo not given)	10	-6	-2.3	-10	9	1	-0.8	-14	16
CN(C)C(CNC(=O)c1cccs1)c1cccnc1 (stereo not given)	12	0	-1.5	-4	0	-1	0.4	-3	-3
COc1ccc2nc(SCC(=O)Nc3ccccc3)[nH]c2c1	-1	5	-1.2	-14	3	3	-4.0	-4	-6
Cc1cc(C(F)F)nn1CC(=O)Nc1cc([N+](=O)[O-])ccc1F	-3	0	-2.8	-1	-5	6	-6.7	0	-4
COc1ccc(N2C(=O)CSC2c2ccccc2F)c(OC)c1 (stereo not given)	-23	0	-3.4	-2	1	-2	-3.1	-4	7
CCc1sc(C(=O)N2CCN(S(C)(=O)=O)CC2)cc1Br	-13	-10	-1.0	-1	1	-3	-0.6	-5	-6
CCN(CC)S(=O)(=O)c1ccc(N2CCCCC2)c(C(=O)Nc2ccccc2N2CCOCC2)c1	0	8	0.0	3	6	0	1.1	1	7
COc1ccc(OC)c(-n2c(=S)[nH]c3c(sc(=S)n3-c3ccccc3C)c2=O)c1	-26	0	-3.7	20	-1	-1	-3.4	-3	0
O=C(c1cc2cc(Br)cc(Br)c2oc1=O)N1CCOCC1	-1	-1	-1.7	-8	5	-1	-2.6	9	2
Cc1ccccc1-n1c(SCC(=O)Nc2ccccc2)nc2nc3c(cc2c1=O)CCCC3	-22	-4	-1.5	-14	5	4	-1.7	-10	-28
Cc1ccc(S(=O)(=O)N(C)CCCC(=O)N2CCCCC2)cc1	-15	6	-2.9	-18	4	-3	-1.8	4	6
Cc1ccc(S(=O)(=O)Nc2cc(C(C)C)c(O)cc2C)cc1	-11	-20	-1.3	39	8	-3	-0.9	-2	-5
COC(=O)C(NC(=O)COc1ccccc1)(Nc1nc2c(s1)CCCC2)C(F)(F)F (stereo not given)	-8	13	-3.4	-18	6	4	-2.8	1	17
Cc1cccc(C)c1NC(=O)N1CCC(n2cnc3ccccc32)CC1	1	-9	-4.9	4	-2	-2	-4.2	12	-2

Some entries already given, showing only VIM-2 inhibitor, p-CIP stab down and M18AAP inhibitor:
SMILES	VIM-2 inhibitor	p-CIP stab down	M18AAP inhibitor
CCc1nnc(NC(=O)CSc2nnnn2-c2cccc(C(=O)OC)c2)s1	-0.9	-6	2
COc1ccc(S(=O)(=O)N2CCOCC2)cc1NC(=O)CSc1ncnc2ccccc12	0.8	11	-3

(list continues)
SMILES	DNA FID counter	M18AAP inhibitor	IMP-1 inhibitor	p-CIP stab down	IDE inh	IDE cell activ	VIM-2 inhibitor	NS3 helicase inh	UBC9 SUMO inh
COc1ccccc1Nc1nc(-c2sc(NC(=O)c3cccc(Cl)c3)nc2C)cs1	4	8	-2.4	-7	4	·	-1.9	-8	-5
c1ccc(-c2cn3c(n2)SCC3)cc1	0	-4	-0.7	-6	-1	1	-1.8	-2	13
Cc1nn(-c2ccc(C(=O)O)cc2)c(N)c1-c1ccccc1	-1	3	-3.5	-3	4	1	-0.8	-3	13
CCCS(=O)(=O)c1nnnn1-c1cccc(OC)c1	-1	-37	-2.9	-5	-1	-1	-3.0	-3	3
Cc1cncn1CCc1nc2c3ccccc3nc(=S)n2[nH]1	1	6	-10	·	·	·	-0.7	-2	·
COC(=O)c1ccc(CSC2=NCCS2)cc1	-2	0	-3.4	-2	-2	4	-1.9	0	-9
O=C(Nc1ccc2c(c1)OCCO2)c1ccc2ccccc2n1	-16	-6	-1.4	7	3	-2	-0.9	-19	3
O=C1S/C(=C\c2ccc(O)c([N+](=O)[O-])c2)C(=O)N1Cc1cccc([N+](=O)[O-])c1	3	0	-3.3	7	-1	·	-3.2	24	18
COc1ccc(NC(=S)c2ccc(N(C)C)cc2)cc1	-2	10	-1.6	-6	-5	2	-0.3	-4	-1
Cc1c(N=Cc2ccc(O)c(Br)c2)cccc1[N+](=O)[O-]	1	-2	-1.8	-9	9	-1	-1.7	-2	13
Cc1c(NC(=O)CN2C(=O)c3ccccc3C2=O)c(=O)n(-c2ccccc2)n1C	1	-3	-4.2	-18	3	-3	-4.1	-2	32
CS(=O)(=O)N1CCCC(C(=O)Nc2ccc(Br)cc2F)C1 (stereo not given)	-10	-2	-1.9	-5	3	-1	-1.3	3	20
Cc1cc(-c2nnc(CCC(=O)NCc3ccc(OC(F)(F)F)cc3)o2)no1	-19	-7	-3.7	4	5	-4	-1.7	-3	-3
O=C(c1cccs1)N(c1ccc(F)cc1)C1C=CS(=O)(=O)C1 (stereo not given)	6	-4	-0.7	-2	5	5	-0.2	-1	17
O=c1c2ccccc2nc(-c2ccc(Br)cc2)n1Cc1ccccc1	-7	5	-1.2	-6	-1	0	-0.2	-3	-28
CCN(CC)CCCC(C)NC(=O)c1cccc(S(=O)(=O)N2CCc3ccccc32)c1 (stereo not given)	12	0	-2.6	14	-2	4	-1.6	-8	12
COC(=O)c1cc(C(=O)OC)cc(-n2c(C)cc(C(=O)COC(=O)CNS(=O)(=O)c3ccc(C)cc3)c2C)c1	-38	7	-1.6	-4	4	1	-2.8	-1	7
CC12CCC3(CO)COC(c4ccccc4O1)C2C3 (stereo not given)	2	-2	-2.7	-3	0	-2	-1.3	-1	-3
CC(C)(C)OC(=O)CNC(=O)c1nc[nH]c1C(=O)NCc1ccc(CNC(=O)OC(C)(C)C)cc1	-52	-1	-2.8	-20	-1	4	-1.5	-23	4
C/C(=N\NC(=O)CNC(=O)c1cccc(F)c1)c1ccc2ccccc2c1	-22	6	-2.0	4	5	1	-1.9	7	22
O=C(COc1ccc([N+](=O)[O-])cc1)NNC(=O)c1cccs1	2	4	-2.5	4	4	2	-3.7	-5	-9
C=CCn1c(=O)c2ccccc2n2c(SC(C)C(=O)Nc3nc(-c4ccccc4)cs3)nnc12 (stereo not given)	3	-1	-5.8	-1	9	6	-3.4	-3	4
CCNC(=S)N/N=C/c1ccco1	1	-12	-5.0	-5	2	4	-3.2	8	12
Cc1cccc(NCc2ccc(O)c3ncccc23)c1	1	5	-3.6	-10	-3	2	-6.6	3	-3
CCOc1ccccc1NC(=O)CSc1nc2c(c(=O)n1C)SC(C)C2 (stereo not given)	-14	4	-4.5	1	2	-1	0.4	12	-3
COc1cc(OC)c(/C=N/n2c(C3CCCCC3)n[nH]c2=S)c(OC)c1	-44	23	-3.7	-5	4	-3	-6.2	8	0
CCOc1cccc(-c2nc(C(N)=O)c3[nH]c(=O)n(-c4cccc(Cl)c4)c3n2)c1O	-3	2	-5.0	-6	-1	-2	-6.6	5	11
FC(F)(F)c1nnc2sc(-c3ccccn3)nn12	0	-1	-0.3	7	-2	3	-2.5	-3	-13
Cc1ccc(-c2cn3cccnc3n2)cc1	1	-5	-2.6	-8	-4	-2	-2.6	0	19
Cc1cccc(-n2ncc3c2CCCC3NC(=O)C2CCOCC2)c1C (stereo not given)	-25	0	-1.2	-5	1	1	-1.4	6	-8
CN(Cc1ccccc1)c1ccc(C(CC(N)=O)NC(=O)Cc2ccc(Br)cc2)cc1[N+](=O)[O-] (stereo not given)	·	·	·	-6	4	6	·	·	45

High-throughput results deposited in PubChem by several laboratories.
